# Assay outcomes: PubChem, several laboratories
# T cell HTS = modulators of CD8 T cell-vesicle binding, primary screen, mouse 2C CD8+ T cells, flow cytometry; 2C CD8+ T cell-vesicle binding; stronger effect = lower value; AID 2052, 2009; hit rate 0.068% among 330,000; calls only at 7 µM;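 active = response, share of CD8 T cells binding vesicles, and their 90th percentile fluorescence all below set limits, cut at about 80% in these data, passing the limit was not always enough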
#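 Also added: QL9-peptide-loaded Drosophila micro-vesicles bearing Ld, ICAM-1 and B7-1; Test system: purified 2C TCR transgenic mouse naive CD8+ T cells; Measured by: cytometric PE anti-B7-1 and Alexa647 anti-CD8 signals after 1% paraformaldehyde fixation; Timing: binding step 1.5 h, 37 °C, antibody labelling 20 min, ice.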
# human PMI inhibitors = human PMI inhibitors, high substrate, primary screen, biochemical, fluorescence intensity, high mannose 6-phosphate (AID 1220); recombinant PMI enzyme, coupled fluorescence intensity; higher % means a stronger effect; inhibition, % at 20 µM, or IC50 in µM where a hit was titrated; hit rate 0.66% among 190,000
# Insulin prom up = insulin promoter activators in MIN6 cells, imaging, high-content screening, mouse beta cells. hit rate 0.3% among 190,000. AID 1625, 2009. MIN6 insulin promoter-GFP reporter; stronger effect = higher value. z-score at 5 µM;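 active = z-score above 3 at 5 µM with at least 500 cells counted in the well; inconclusive = wells under 500 cells, flagged as cytotoxic or low count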
# Autophagy HCS = autophagy modulators in MEF cells, primary screen, imaging, high-content, MEF GFP-LC3 | hit rate 0.98% among 190,000 | MEF GFP-LC3 puncta imaging; test concentration mostly 10 µM | calls only at 10 µM (by protocol);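 active = percentage of spot-positive cells more than 3 SD above its plate mean, without a fluorescence outlier flag or 80% toxicity; inconclusive = no clear call, values can overlap the other calls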;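 note: spot-positive cell cutoff set from DMSO-treated cells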
# TNAP activators = human TNAP enzyme activators, primary screen, biochemical, luminescent, no phosphate acceptor, uHTS (AID 1001) | one-dose activation fold at 20 µM; EC50 in µM for titrated hits | hit rate 0.03% among 200,000 | Alkaline phosphatase, tissue-nonspecific isozyme (Homo sapiens) | purified TNAP, luminescent activation assay, no phosphate acceptor; higher activation fold means a stronger effect; in the data active = activation fold from about 3, or a potency from the dose series; inactive = the rest, 99 in 100 with activation fold below about 1.6; note: many of its hits are not listed in these tables
# MT stabilize HCS = microtubule stabilizers in HeLa cells, primary screen, imaging, high-content imaging; HeLa tubulin immunostaining HCS, 24 h; share of cells brighter than vehicle mean+2SD; % tubulin-high responders, % at 10 µM; hit rate 0.83% among 200,000; AID 2205, 2009;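 active = plate Z-score above 3 for both tubulin-high and condensed-nucleus cell shares, with cell loss under 80%, at 10 µM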;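 note: anti alpha tubulin signal scored within the nucleus-defined area of each cell; some results filed as inactive read as strong as hits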
# PMI inhibitors = inhibitors of human PMI, primary screen, biochemical, fluorescence intensity, coupled assay (AID 1209); one-dose inhibition, % at 20 µM; IC50 in µM for titrated hits; hit rate 0.42% among 190,000; purified PMI enzyme, coupled fluorescence intensity; higher % means a stronger effect; Mannose-6-phosphate isomerase (Homo sapiens);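 note: plate controls were DMSO vehicle for no effect and wells lacking substrate for full effect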
# Hep lipid drop = inhibitors of hepatocyte lipid droplet formation, primary screen, imaging, high-throughput imaging, BODIPY stain. AML12 mouse hepatocytes, oleate lipid droplets. inhibition, % at 6.5 µM. hit rate 0.4% among 240,000;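 active = lipid droplet intensity inhibited by at least 50%, with more than 500 cells counted; inconclusive = wells with under 300 cells, treated as cytotoxic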
#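 Assay system: AML12 hepatocytes (mouse); Probe or stimulus: oleic acid at 100 µM to induce lipid droplet formation; Dosing: compound at 6.5 µM only; Schedule: compound with oleate, overnight; Detection: fluorescence imaging, 20x objective, two fields per well; Measure: % inhibition of lipid droplet signal.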
# bCat nuc transl = modulators of beta-catenin nuclear translocation, primary screen, imaging, HeLa cells, immunofluorescence, high-content; nuclear translocation activity, % at 5 µM; hit rate 0.3% among 190,000;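 active = nuclear translocation activity above 50% at 5 µM, with a well cell count of 50 or more; inconclusive = wells under 50 cells across six images, flagged as toxic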;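 note: per-cell ratio of nuclear to cytoplasmic median beta-catenin stain intensity; plate controls were DMSO negative control for no effect and GSK-3 inhibitor IX positive control for full effect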
#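 test system = HeLa cells, endogenous beta-catenin | dosing = single 5 µM dose plus 0.02–20 µM confirmation series | times = compound treatment 24 h, 37°C, 5% CO2 | technique = beta-catenin immunofluorescence imaging with DAPI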
# Insulin prom up cell count = recorded beside Insulin prom up, whose call it bears; cell count; measured here: cytotoxicity, nuclei count;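 total cells summed across four imaged fields per well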
# Hep lipid drop cells 6.5 µM = recorded beside Hep lipid drop, whose call it bears; cell count; measured here: cell count, cytotoxicity flag;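 cells counted across two imaged fields per well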
# bCat nuc transl cell count 5 µM = second read-out of bCat nuc transl, no call of its own (marks repeat the call); cell count; measured here: cell count, cytotoxicity flag
# T cell HTS vesicle-bound % = second read-out of T cell HTS, no call of its own (marks repeat the call); double positive events, %; measured here: CD8+ vesicle-bound cell fraction;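 binding gate set so that unloaded-vesicle control wells show 10% double positive cells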
# MT stabilize HCS Hoechst-high % = further read-out of MT stabilize HCS, marked with its call; % Hoechst-high responders; measured here: nuclear condensation Hoechst responders;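 share of cells brighter than vehicle mean plus two SD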
# MT stabilize HCS cytotoxicity % = also measured in MT stabilize HCS; calls as there; toxicity, %; measured here: cytotoxicity by cell density;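 0% = mean cell density of plate MIN control wells and 100% = no cells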
# Autophagy HCS cell loss 18 h = further read-out of Autophagy HCS, marked with its call; toxicity, %; measured here: cell loss, nuclei count;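 cell loss after 18 h compound exposure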
# * hit, by the source's call; i = inactive; ? = inconclusive; · = no result given. Cut-off read from the data, not from the text of the source, unless noted: active = inhibition above about 50%; inactive = the rest. Rows are unselected; about 2.9% have a hit in one of these screens.
# Fields – T cell HTS	T cell HTS vesicle-bound %	human PMI inhibitors	Insulin prom up	Insulin prom up cell count	Autophagy HCS	Autophagy HCS cell loss 18 h	TNAP activators	MT stabilize HCS	MT stabilize HCS Hoechst-high %	MT stabilize HCS cytotoxicity %	PMI inhibitors	Hep lipid drop	Hep lipid drop cells 6.5 µM	bCat nuc transl	bCat nuc transl cell count 5 µM
O=C1C=C(Nc2ccc(Cl)cc2)CC(c2ccccc2)C1 (stereo not given)
 : i	2	9%	-0.14	1132	i	23	1.1	14*	49*	30*	12%	-14	659	126*	240*
O=c1c2c(ncn1CCO)nc1n2CCC1
 : i	50	-8%	·	·	i	-4	1.1	2.6	2.1	4.7	-3%	-34	746	·	·
CC(C)c1c(O)nc(SCCN2CCOCC2)[nH]c1=O
 : i	28	11%	2.9	1376	i	1	1	2.7	2.1	9.4	9%	·	·	·	·
CCN(CC1COc2ccccc2O1)S(=O)(=O)c1ccc(C)cc1 (stereo not given)
 : i	41	1%	-1.2	1219	i	7	1.1	3.6	1.9	8.6	14%	11	747	-4.7	617
CC(C)NC(=O)C1CCN(C2CCN(C(=O)c3ccc4cccc(F)c4n3)CC2)CC1
 : i	36	·	-0.02	1096	·	·	·	·	·	·	·	-3	718	1.5	1275
CC1(C)CC(=O)C2=C(C1)N(Cc1ccco1)C(=O)NC2(C(F)(F)F)C(F)(F)F
 : i	54	2%	0.18	937	i	-10	1	1.1	1.6	10	3%	-2	783	·	·
COc1cccc(-n2c(SCC(N)=O)nc3c([nH]c4ccccc43)c2=O)c1
 : i	46	6%	-0.75	1252	i	30	1	11	5.1	8.6	7%	0	746	-1.1	1097
COC(=O)c1nc2n(n1)C(c1cc(OC)ccc1OC)C(C(=O)OC1CCCCC1)=C(C)N2 (stereo not given)
 : i	7	7%	-0.42	1490	i	17	1	3.2	2.6	12	9%	·	·	-0.6	1417
O=C(NCC(c1cccnc1)N1CCN(c2ccc(F)cc2)CC1)c1ccc2c(c1)OCO2 (stereo not given)
 : i	58	-6%	-0.1	850	i	-6	1.1	2.0	1.6	10	0%	0	798	·	·
CCS(=O)(=O)c1ccc2oc(Nc3ccc(OC)cc3)nc2c1
 : i	25	-2%	0.11	1124	i	-4	1.1	2.5	2.1	12	-4%	2	680	-0.6	1109
COC(=O)c1ccc(-c2ncc(-c3cccc4ccccc34)o2)cc1
 : i	36	-7%	·	·	i	-3	1	1.8	1.3	3.3	-7%	-9	726	-1.7	1148
COC(=O)C1CCN(c2ccc([N+](=O)[O-])cc2)CC1
 : i	35	-5%	-0.06	1347	i	-1	0.9	2.9	3.7	9.7	-7%	2	693	-0.7	1062
COc1ccc2c(c1)CC/C(=C/c1ccncc1)C2=O
 : i	7	12%	0.66	1174	i	5	1.2	3.4	4.3	1.9	17%	-8	661	-0.4	1013
CCOc1ccc(-n2cc(-c3ccc(OC)c(OC)c3)[nH]c2=S)cc1
 : i	12	-6%	-0.07	1131	i	12	0.4	4.5	2.1	6.0	-5%	-4	711	0.2	1019
CCCOc1ccc(N2C(=O)CC(SCCN)C2=O)cc1 (stereo not given)
 : i	36	-20%	0.88	1183	i	0	1	2.7	0.1	11	-12%	0	636	0.2	1065
O=C(Nc1nccs1)c1ccc(S(=O)(=O)NCc2cccs2)cc1
 : i	13	5%	-0.87	1485	i	-9	1	1.7	2.4	8.5	-1%	·	·	-2.4	943
CCC1(C)Cc2ccccc2C(=O)N1 (stereo not given)
 : i	21	·	0.25	1098	·	·	·	·	·	·	·	4	698	-0.5	1325
CS(=O)c1ccccc1COC(=O)Nc1ccccc1 (stereo not given)
 : i	42	-5%	0.15	1255	i	-4	1.1	1.9	1.5	0.9	0%	-4	705	3.0	1117
CCOC(=O)c1ccc(NS(=O)(=O)c2ccc3c(c2)CCCN3C(C)=O)cc1
 : i	60	6%	-0.26	859	i	3	1.1	3.5	2.2	4.7	11%	8	671	1.0	956
Cn1nc(CC(=O)NCc2cccc3ccccc23)c2ccccc2c1=O
 : i	39	-8%	-0.35	876	i	-13	1	4.0	2.4	7.7	-5%	-18	672	-3.0	1224

# 2 entries drawn at random from the list so far, as already listed:
# Fields – T cell HTS	T cell HTS vesicle-bound %	human PMI inhibitors	Insulin prom up	Insulin prom up cell count	Autophagy HCS	Autophagy HCS cell loss 18 h	TNAP activators	MT stabilize HCS	MT stabilize HCS Hoechst-high %	MT stabilize HCS cytotoxicity %	PMI inhibitors	Hep lipid drop	Hep lipid drop cells 6.5 µM	bCat nuc transl	bCat nuc transl cell count 5 µM
O=C(NCC(c1cccnc1)N1CCN(c2ccc(F)cc2)CC1)c1ccc2c(c1)OCO2 (stereo not given)
 : i	58	-6%	-0.1	850	i	-6	1.1	2.0	1.6	10	0%	0	798	·	·
COC(=O)c1nc2n(n1)C(c1cc(OC)ccc1OC)C(C(=O)OC1CCCCC1)=C(C)N2 (stereo not given)
 : i	7	7%	-0.42	1490	i	17	1	3.2	2.6	12	9%	·	·	-0.6	1417

# More entries.
# Fields – T cell HTS	T cell HTS vesicle-bound %	human PMI inhibitors	Insulin prom up	Insulin prom up cell count	Autophagy HCS	Autophagy HCS cell loss 18 h	TNAP activators	MT stabilize HCS	MT stabilize HCS Hoechst-high %	MT stabilize HCS cytotoxicity %	PMI inhibitors	Hep lipid drop	Hep lipid drop cells 6.5 µM	bCat nuc transl	bCat nuc transl cell count 5 µM
CCOC(=O)N1CCN(C(=O)C(C)SCc2ccccc2)CC1 (stereo not given)
 : i	24	1%	·	·	i	-2	1.1	1.6	1.7	1.0	5%	·	·	·	·
c1ccc2c(Oc3ccc4c(c3)OCO4)nncc2c1
 : i	17	-2%	-0.14	1145	i	2	1.1	2.5	4.1	3.9	-7%	·	·	-4.5	950
N#Cc1ccc(C(=O)Nc2cccc3ncccc23)c(F)c1
 : i	37	2%	0.86	1237	i	-9	1	6.4	3.9	0.9	-27%	0	775	-0.3	550
COc1cccc(OC)c1C(=O)n1nc(C)cc1C
 : i	48	4%	-0.16	1234	i	-2	1.1	2.3	2.6	26	9%	-14	549	·	·
CCCCOC(=O)C1=C(C)NC2(O)c3ccccc3C(=O)C12O (stereo not given)
 : i	25	20%	-0.22	1229	i	-3	1	1.2	2.0	10	30%	1	804	-1.9	1148
C=CC1C(OC2OC(CO)C(O)C(O)C2O)OC=C(C(=O)OC)C1CC1CC(=O)CC(CC(=O)CCc2ccc(O)cc2)O1 (stereo not given)
 : i	23	·	0.53	1004	·	·	·	·	·	·	·	8	684	80*	387*
Oc1ccc(-c2nc3c4c(ncn3n2)-c2ccccc2CC42CCCC2)cc1
 : i	1	11%	-0.5	1329	i	-11	1	2.2	3.4	6.5	6%	4	589	3.6	571
CCN(CC)c1ccc(NC2=C(Cl)C(=O)c3ccccc3C2=O)cc1
 : i	46	57%*	?	·	i	17	1	2.7	1.9	2.3	36%	-22	664	-1.0	923
CCCCn1nnnc1SCC(=O)Nc1ccc(F)cc1
 : i	37	12%	-0.41	1398	i	8	1.1	2.0	1.1	5.2	-5%	·	·	-5.6	900
CCCNC(=O)N1CCN(S(=O)(=O)c2ccc(C)cc2)CC1
 : i	3	-8%	1.2	1356	i	23	1.1	1.6	2.2	11	-1%	·	·	-1.1	1401
Cc1ccc(NC(=O)CN2CCN(CCN=CC3=C(O)CC(c4ccccc4)CC3=O)CC2)cc1 (stereo not given)
 : i	35	-18%	0.07	1373	i	-8	1	2.1	2.0	4.3	-17%	-5	661	-0.2	522
Nc1nc(CSc2ncn[nH]2)nc(Nc2ccc(F)cc2)n1
 : i	53	2%	1.2	1361	i	12	1.1	6.5	1.9	9.4	-1%	-6	675	-1.2	1099
Cc1ccccc1OCCn1cnc2c(N)ncnc21
 : i	34	-28%	-2.1	770	i	2	1.1	3.0	2.1	6.0	-29%	-3	712	3.2	959
O=C(Cn1c(=S)[nH]c2ccccc2c1=O)NCCc1ccccc1
 : i	54	-9%	0.54	1643	i	6	1.1	0.8	1.7	9.4	-12%	-2	679	-4.3	1088
COc1ccc2[nH]c(O)c(N=NC(=N)N)c2c1
 : i	40	-7%	0.26	1596	i	-6	0.8	1.6	2.5	5.3	-3%	-6	686	2.1	1066
Cc1nn(Cc2ccc(F)cc2)c(C)c1NC(=O)C1c2ccccc2Oc2ccccc21
 : i	21	0%	-0.22	1515	i	5	2	3.7	2.1	13	4%	62*	622*	-1.4	1130
CC(C)OC(=O)c1cccnc1N1CCN(c2ccc(F)cc2)CC1
 : i	14	-4%	-1.3	1343	i	2	1	3.1	0.9	8.3	-9%	·	·	1.5	1427
Cn1c2ccccc2c(=O)c2c(=O)n(Cc3ccccc3)c(-c3ccc(F)cc3)nc21
 : i	51	·	-0.25	1071	·	·	·	·	·	·	·	0	733	2.1	1392
COc1ccc(S(=O)(=O)Nc2cc(C)on2)cc1OC
 : i	65	-12%	0.32	1061	i	-3	1.1	1.9	0.5	15	-9%	11	724	1.4	1096
Cc1cc(C)cc(N(CCC(=O)Nc2nnc(C)s2)S(=O)(=O)c2ccc(Cl)cc2)c1
 : i	44	4%	1.1	1413	i	10	1.1	19	8.4	40	10%	-25	564	-3.1	1145
O=S(=O)(c1ccccc1)N1CCN(c2nnnn2-c2ccccc2)CC1
 : i	56	-6%	-0.95	942	i	-10	1.1	1.0	1.6	7.1	2%	-2	764	-1.3	1174
NC(=O)c1ccccc1Br
 : i	42	·	-0.63	1176	·	·	·	·	·	·	·	10	755	-0.8	1317
Nc1ccccc1SSc1ccccc1N
 : i	30	·	-0.77	800	·	·	·	·	·	·	·	1	766	-1.3	1387
